Eya2 phos inh – Eya2 (human) phosphatase inhibition; O00167; recombinant Eya2, OMFP fluorescence dephosphorylation (OMFP is methylfluorescein phosphate); Potency, µM (highest dose often 76.9 µM), for inactives: at the top dose activity, negative = inhibition, hits mostly inhibitors; hit rate 0.006% among 330,000; AID 488837; note: potency is the fitted concentration of half-maximal effect; % is set by controls: 0 for no effect and ±100 for the full control effect
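Eya2 protein (added as 0.2 uM solution) was preincubated with compound for 10 min at ambient temperature in 50 mM HEPES pH 7.5, 50 mM NaCl, 5 uM MgCl2, 0.05% BSA, 1 mM DTT. OMFP (added at 50 uM) then reacted 10 min; fluorescence read at 485/525 nm.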
KCNH2 3.1 block – blocks the human KCNH2 3.1 channel isoform; activity change, % (tested at about 1.8 µM); hit rate 0.95% among 340,000; U2OS KCNH2 3.1, thallium flux FluxOr; stronger effect = lower value;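 active = maximum activity change below -70%; inconclusive = maximum activity change from -70% to -50%; inactive = maximum activity change above -50%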;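 note: thallium influx rate constant from kinetic fluorescence after stimulation buffer; % is set by controls: 0 for no effect and ±100 for the full control effect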
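U2OS cells transduced with KCNH2 3.1 mutant virus (1.77 x 10^8 /mL, 4 h), plated overnight at 37 C, loaded 45 min with FluxOr dye plus Red40 quencher. Thallium flux rate constant from kinetic reads after stimulation buffer, normalised to controls.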
Mito fusion act – inhibitors of mitochondrial division or activators of mitochondrial fusion | hit rate 0.23% among 320,000 | Potency, µM (series often up to 46.1 µM), without a hit: top-dose growth rescue (activation), usual class: activators | S. cerevisiae fusion-defective mutant growth rescue, CellTiterGlo 48 h;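 note: potency is the fitted concentration of half-maximal effect; % of control where 0% means no effect; nearly all actives have a fitted effect of over 45% in size; temperature-sensitive fusion mutants such as fzo1-1 at 37 °C on non-fermentable ethanol glycerol medium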
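Compounds are tested for their ability to restore growth of mitochondrial fusion-defective yeast strains at non-permissive 37C in YPEG medium over 48 hours. Viability is quantified by luciferase luminescence.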
A-T KAP1 phos – candidate therapy for ataxia-telangiectasia. […] A-T fibroblasts, KAP-1 phosphorylation AlphaLISA; neocarzinostatin DNA damage 30 min before lysis. Potency, µM (top dose mostly 57.5 µM), without a hit: at the highest dose activation, hits mostly activators. hit rate 0.19% among 320,000. AID 485349; note: potency is the fitted concentration of half-maximal effect; % of control where 0% means no effect; nearly all actives have a fitted effect of over 45% in size
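hTERT-immortalized A-T patient fibroblasts ([…]), 500 cells/well in OPTI-MEM, 1% FBS, got compounds for 60 min, then NCS for 30 min at 37C. Lysates were then assayed for phospho-KAP-1 by AlphaLISA (anti-pKAP1 donor, anti-KAP1 acceptor beads), 6 hr at 25C.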
USP2a block – inhibitors of human ubiquitin-specific protease USP2a. O75604. USP2 core, Ub-CHOP2 coupled fluorogenic reporter, 485/531. Potency, µM (highest dose often 38.3 µM), inactives show at the highest dose activity change, negative = inhibition, actives largely listed as inhibitors. hit rate 0.01% among 330,000;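 note: potency is the fitted concentration of half-maximal effect; plate controls were DMSO wells for no effect and full inhibition by NEM control for full effect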
Target sequence (O75604 whole entry, looked up): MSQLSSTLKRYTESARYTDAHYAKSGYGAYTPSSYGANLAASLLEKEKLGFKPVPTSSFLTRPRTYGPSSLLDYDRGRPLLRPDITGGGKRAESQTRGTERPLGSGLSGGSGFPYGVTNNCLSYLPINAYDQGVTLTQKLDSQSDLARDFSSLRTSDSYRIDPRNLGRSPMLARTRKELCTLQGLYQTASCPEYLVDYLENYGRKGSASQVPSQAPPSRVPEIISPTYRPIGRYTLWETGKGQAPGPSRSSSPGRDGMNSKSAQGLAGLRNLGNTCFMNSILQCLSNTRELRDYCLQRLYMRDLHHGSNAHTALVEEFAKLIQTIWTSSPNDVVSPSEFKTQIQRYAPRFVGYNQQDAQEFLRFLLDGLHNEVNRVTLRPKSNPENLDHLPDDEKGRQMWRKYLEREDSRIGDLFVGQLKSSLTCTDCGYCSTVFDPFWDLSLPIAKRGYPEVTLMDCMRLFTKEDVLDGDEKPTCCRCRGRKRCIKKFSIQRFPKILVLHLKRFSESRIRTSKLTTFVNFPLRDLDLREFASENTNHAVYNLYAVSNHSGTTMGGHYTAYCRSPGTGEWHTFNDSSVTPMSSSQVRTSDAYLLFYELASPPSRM
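Cell-free coupled assay: 10nM USP2 core preincubated 30min RT with compound in Tris-HCl pH 8.0/CaCl2/CHAPS buffer, then 25nM Ub-CHOP2 and 25nM reporter substrate; fluorescence (Ex 485/Em 531) read after 60min RT, normalized to NEM inhibition, concentration-response curves fitted.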
KCNH2 WT inh – inhibitors of human wildtype KCNH2 potassium channel; activity change, % at 1.84 µM; Q12809; U2OS, BacMam KCNH2, thallium flux FluxOr; stronger effect = lower value; hit rate 0.37% among 340,000;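 active = maximum activity change below -70%; inconclusive = maximum activity change between -70% and -50%; inactive = maximum activity change above -50%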; note: % is set by controls: 0 for no effect and ±100 for the full control effect
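U2OS cells were transduced with wild-type KCNH2 virus (2.03 x 10^8 / mL) for 4 h at room temperature, then cultured overnight at 37 C. Thallium flux was read with FluxOr dye. Rate constants were normalized to DMSO controls.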
TSHR antagonist – antagonists of human thyroid stimulating hormone receptor. AID 504810. activity change, negative = inhibition, % at 11.5 µM. TSHR-expressing cells, TSH-stimulated cAMP HTRF, 2 h; stronger effect = lower value. hit rate 0.2% among 330,000. P16473;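 active = activity change below a set negative limit, meaning inhibition stronger than a set level, cut at about -70% in these data; inconclusive = activity change between two set negative limits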; note: % is set by controls: 0 for no effect and ±100 for the full control effect
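TSHR-expressing cells were treated with compounds, then stimulated with TSH at EC80 (4nM final) for 2 hours at 37 deg C. Cellular cAMP was measured by HTRF competition between lysate cAMP and cAMP-d2 for a cryptate-labelled anti-cAMP antibody.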
TCR act – activates T cell receptor signaling; primary human leukocytes, anti-CD3, IL-2 HTRF, 48 h; 330,000 tested, under 10 active; Potency, µM (titrated, usually from 9.22 µM), without a hit: top-dose activation of IL-2 secretion, hits mostly activators; AID 504894; note: % of control where 0% means no effect
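Activity was scored as IL-2 release from primary human leukocytes given only a TCR signal (a-CD3 beads) plus compound for 48 hr. Detection used a two-antibody HTRF format read at 665nm.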
ELG1 DNA repair – inhibitors of ELG1-dependent DNA repair in HEK293T cells. Potency, µM (top dose mostly 46.1 µM), inactives show top-dose activity change, negative = inhibition, usual class: inhibitors. HEK293T ELG1-luciferase reporter, luminescence, 16 h; DNA damage induced by 5-fluorouridine. hit rate 2.3% among 330,000; note: potency is the fitted concentration of half-maximal effect; % is set by controls: 0 for no effect and ±100 for the full control effect; nearly all actives have a fitted effect of over 55% in size
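Reporter activity after DNA damage by 5-fluorouridine is monitored. Compound-treated cells incubate 16 hr at 37 °C, then ONE-Glo is added for 30 min before luminescence reading.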
TRPV1 agonist – agonists of human vanilloid receptor 1 (TRPV1). activation, % at 8.33 µM. hit rate 0.19% among 320,000. TRPV1-expressing cells, Fluo-8 calcium influx, agonist mode. Q8NER1; in the data active = activation above about 80%; inconclusive = between about 30% and that limit; note: 0% is about no effect
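Fluo-8 calcium influx in TRPV1-expressing cells, kinetic read (ex 480/em 520 nm). Compound added and read 3 min for agonist activity, followed by capsaicin at EC20 final and 2 min further read for enhancement.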
An asterisk follows results filed as active; u = inconclusive; x = no result given; [ ] = another dose, or the depositor's remark. Unless noted, calls come from the whole dose curve; as a rule, active = well fitted curve in the direction sought with a large enough effect; inconclusive = small, poorly fitted or top-dose-only effect, or another doubt; inactive = no such curve, though single readings can be large; an effect the other way counts as inactive or inconclusive. Only part of the results is shown; count on the stated rates, not on these rows.

SMILES	Eya2 phos inh	KCNH2 3.1 block	Mito fusion act	A-T KAP1 phos	USP2a block	KCNH2 WT inh	TSHR antagonist	TCR act	ELG1 DNA repair	TRPV1 agonist
CN(C)c1nc2ccccc2n(C)c1=O	2.3%	15.8	8.8%	-1.9%	2.1%	-4.8	12.0	6.4%	u	4.6
Cc1cc(C)nc(OC(C(=O)O)C(OCc2ccccc2)(c2ccccc2)c2ccccc2)n1 (stereo not drawn)	-4.6%	-23.6	-4.7%	2.3%	1.2%	-6.0	10.2	3.4%	1.7%	0.6
COC(=O)N/N=C/c1cc(Cl)c(OCc2ccccc2F)c(OC)c1	-9.7%	-5.0	4.0%	17.5%	1.2%	-3.6	5.1	3.3%	-26.0%	u
COc1cccc2cc(-c3nc4ccccc4[nH]3)c(=O)oc12	1.4%	13.7	-1.8%	2.3%	-0.1%	-11.1	-3.9	-0.6%	u	3.9
COc1cccc2c1cc1c(=O)n(CC(=O)N3CCCCCC3)nc(C)n12	-17.1%	24.2	-6.9%	-2.5%	0.9%	15.0	0.1	-0.9%	10.8%	-6.1
Cc1c(OCC(=O)N2C[C@H]3C[C@@H](C2)c2cccc(=O)n2C3)ccc2c3c(c(=O)oc12)CCC3	13.0%	-4.6	5.1%	2.6%	0.9%	-2.7	-9.2	-4.1%	u	-2.1
CN(CCOc1ccc(Cl)cc1)C(=O)c1ccc(S(=O)(=O)N2CCOCC2)cc1	2.5%	11.7	-0.7%	2.9%	2.9%	7.1	4.0	-1.9%	u	u
COc1cccc(-n2nc3c(=S)[nH]nc(C)c3c2C)c1	-6.8%	8.2	-2.8%	5.3%	-0.4%	-1.2	-9.3	-32.7%	-14.6%	-0.7
O=C(O)C1CC=C(Cl)CC1C(=O)NCC1OCCc2ccccc21 (stereo not drawn)	15.7%	-5.6	-3.0%	1.2%	0.2%	20.5	0.5	2.2%	-10.4%	-1.9
O=C(Nc1ccccc1)c1ccncc1	x	-7.9	1.3%	x	x	-5.8	x	2.3%	x	-2.0
COc1ccc(CN2CC[C@@H](N3CCOCC3)[C@H](O)C2)cc1F	13.0%	7.6	-1.9%	2.1%	2.7%	8.2	8.6	4.1%	0.5%	1.4
CCN(CC)S(=O)(=O)c1cccc(NC(=O)c2cc(=O)[nH]c3ccccc23)c1	1.7%	3.3	-3.8%	-3.3%	-0.4%	-2.0	-26.4	-4.1%[46.1 µM]	u	-0.7
O=[N+]([O-])c1ccccc1S(=O)(=O)N1CCN(c2ccc(F)cc2)CC1	-11.2%	-16.0	-3.9%	13.2%	-2.8%	0.4	4.9	-4.8%	-8.9%	-0.3
COc1cc2ccccc2cc1C(=O)Nc1ccc(N2CCN(C(=O)C(C)C)CC2)cc1	-19.1%	4.4	-0.2%	5.3%	0.1%	5.6	-5.0	-3.0%	u	16.0
O=C(CCCSc1ccccc1)Nc1cccc(CO)c1	3.0%	-6.9	-4.9%	7.9%	-4.1%	-11.5	-2.1	-2.7%	24.5%	-4.9
COc1ccc(N2C(=O)C(Cl)=C(N3CCN(Cc4ccccc4)CC3)C2=O)cc1	6.6%	14.6	-7.4%	-1.7%	0.1%	7.3	-13.9	4.0%	-26.5%	4.5
Cc1c(Cl)cccc1NC(=O)NNC(=O)CCc1ccccc1	1.5%	-1.8	-1.2%	-8.6%	4.9%	-1.3	-32.5	-1.6%	-6.5%	u
N#Cc1c(SCc2c(Cl)cccc2Cl)nc(N)[nH]c1=S	-17.4%	3.7	9.2%	x	-0.1%	-3.2	-49.7	-2.3%	0.2%	-2.3
COc1ccccc1NC(=O)C(C)OC(=O)CSCC(=O)Nc1ccc(C)cc1C (stereo not drawn)	1.5%	-73.6*	0.4%	-2.2%	1.2%	-8.2	-10.1	-1.1%	10.3%	0.0
CC(NC(=O)COc1ccc([N+](=O)[O-])cc1)c1ccccc1 (stereo not drawn)	1.0%	4.0	4.7%	-2.3%	-0.4%	1.0	-7.6	-7.0%	-15.8%	14.0
COc1ccc(NC(=O)CO/N=C2\CCCc3nonc32)cc1	-18.0%	8.8	-12.1%	0.8%	2.6%	-10.5	10.5	-1.3%[46.1 µM]	5.8%	2.1
COC(=O)CC1=C(C(=O)OC)C(c2ccc3c(c2)OCO3)C(C#N)=C(N)O1 (stereo not drawn)	1.8%	12.9	4.4%	-5.6%	10.3%	-9.0	-2.4	0.9%	13.1%	-0.1
CCOc1ccc(N(CC(=O)NCC2CCCO2)C(=O)CCC(=O)Nc2nccs2)cc1 (stereo not drawn)	17.0%	-4.2	-5.2%	1.2%	0.1%	7.6	3.9	2.6%	-1.4%	0.3
Cc1cc(C)n2c(Br)c(CN3CCCC(C)C3)nc2n1 (stereo not drawn)	-0.1%	0.1	-11.3%	3.7%	-0.5%	-7.0	1.3	4.9%	6.2%	-2.8
Cc1ccc(S(=O)(=O)C(F)(F)F)cc1NC(=O)c1cccnc1	6.8%	-6.4	0.3%	-1.9%	-1.0%	9.3	2.4	-6.2%[46.1 µM]	-6.7%	4.7
Cc1nc(CC(=O)NNS(=O)(=O)c2cccc(Cl)c2Cl)cs1	1.8%	-6.5	x	3.7%	0.4%	-25.9	-7.4	-4.3%[46.1 µM]	12.3%	x
CCCCCN(C(=O)CCC(=O)OCc1ccc(C(C)C)cc1)c1c(N)n(CCCC)c(=O)[nH]c1=O	13.0%	-27.9	1.9%	-4.7%	1.0%	-0.6	4.5	-2.3%	15.8%	-1.1
CCOC(=O)c1nnn(-c2ccc([N+](=O)[O-])cc2[N+](=O)[O-])c1C	-3.6%	2.0	11.8%	3.2%	0.8%	1.5	8.9	2.5%	-7.4%	8.4
CCCn1c(N)c(C(=O)CSc2nc(C3CC3)n(-c3ccccc3)n2)c(=O)[nH]c1=O	5.3%	4.8	x	-0.8%	5.3%	2.6	x	-2.5%	0.0%	x
CCCCNC(=O)N1CCCC(N(C)CCc2ccc(OC)c(OC)c2)C1 (stereo not drawn)	-0.8%	u	-1.1%	0.2%	1.0%	1.5	4.5	x	2.7%	4.5

Some of these compounds in order of molar mass, falling.
SMILES	Eya2 phos inh	KCNH2 3.1 block	Mito fusion act	A-T KAP1 phos	USP2a block	KCNH2 WT inh	TSHR antagonist	TCR act	ELG1 DNA repair	TRPV1 agonist
CCOc1ccc(N(CC(=O)NCC2CCCO2)C(=O)CCC(=O)Nc2nccs2)cc1 (stereo not drawn)	17.0%	-4.2	-5.2%	1.2%	0.1%	7.6	3.9	2.6%	-1.4%	0.3
CCCn1c(N)c(C(=O)CSc2nc(C3CC3)n(-c3ccccc3)n2)c(=O)[nH]c1=O	5.3%	4.8	x	-0.8%	5.3%	2.6	x	-2.5%	0.0%	x
COC(=O)CC1=C(C(=O)OC)C(c2ccc3c(c2)OCO3)C(C#N)=C(N)O1 (stereo not drawn)	1.8%	12.9	4.4%	-5.6%	10.3%	-9.0	-2.4	0.9%	13.1%	-0.1

The results go on.
SMILES	Eya2 phos inh	KCNH2 3.1 block	Mito fusion act	A-T KAP1 phos	USP2a block	KCNH2 WT inh	TSHR antagonist	TCR act	ELG1 DNA repair	TRPV1 agonist
CC(O)COc1ccc(/C(=N/O)c2ccccc2)cc1 (stereo not drawn)	3.0%	4.4	-2.9%	0.3%	-6.1%	5.6	-10.9	7.9%	24.6%	3.9
CCCCc1ccc(-c2ccc(Br)cc2O)nc1	-11.9%	-1.2	-7.8%	4.9%	3.1%	-13.6	-5.8	0.2%	u	-0.8
C=C1CCN(C(C)C(=O)OC)S(=O)(=O)c2ccccc21 (stereo not drawn)	6.2%	15.9	3.1%	-13.5%	0.5%	0.4	-0.2	4.2%	0.5%	4.8
COc1cc2cc(CN(CCCO)S(=O)(=O)c3ccccc3)c(=O)[nH]c2cc1OC	-5.1%	-16.2	-8.5%	7.3%	4.2%	1.5	-12.2	-2.7%	0.1%	18.5
Cc1ccnc2nc(C(=O)OCC(=O)c3ccccc3)nn12	3.5%	5.9	x	20.7%	-0.4%	1.3	2.8	-3.9%	22.6%	x
O=C(CNC(=O)c1ccccc1F)NCCc1ccccc1F	-28.5%	-2.5	1.2%	-0.6%	-0.6%	-3.3	5.5	-1.3%	u	4.4
NC(=O)C1(N2CCCCC2)CCN(Cc2nc3ccccc3c(=O)[nH]2)CC1	9.2%	21.7	-2.8%	-6.0%	1.0%	5.6	-2.2	-9.8%	9.4%	0.0
CN(C)S(=O)(=O)N1CCN(Cc2ccccc2)CC1	-23.5%	10.4	-3.9%	-2.9%	5.1%	-3.4	5.7	-5.6%	-3.7%	0.3

From PubChem
